# High-throughput results from PubChem.
# TMEM16A inh – mouse TMEM16A channel inhibition, primary screen; Q8BHY3; HEK293 TMEM16A/YFP iodide influx fluorescence, ionomycin; normalized B-score (activity score, 25-100; higher = stronger inhibition) at 10 µM; hit rate 1.2% among 310,000;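 active means ratio plate-corrected score three or more library SD toward inhibition, starting fluorescence score within five deviations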;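 further: score derived from kinetic fluorescence span divided by baseline fluorescence per well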
# MrgX1 ag – agonists of human MrgX1 receptor; Q96LB2; MrgX1-HEK293 cells, Fluo-4 calcium fluorescence, agonist mode; active compounds read high; B-score at 10 µM; hit rate 0.44% among 310,000; AID 588627;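 active means calcium response B-score plate-corrected fluorescence ratio at least 3 library SD, with starting fluorescence B-score inside 5 SD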
# Target sequence (Q96LB2 whole entry, looked up): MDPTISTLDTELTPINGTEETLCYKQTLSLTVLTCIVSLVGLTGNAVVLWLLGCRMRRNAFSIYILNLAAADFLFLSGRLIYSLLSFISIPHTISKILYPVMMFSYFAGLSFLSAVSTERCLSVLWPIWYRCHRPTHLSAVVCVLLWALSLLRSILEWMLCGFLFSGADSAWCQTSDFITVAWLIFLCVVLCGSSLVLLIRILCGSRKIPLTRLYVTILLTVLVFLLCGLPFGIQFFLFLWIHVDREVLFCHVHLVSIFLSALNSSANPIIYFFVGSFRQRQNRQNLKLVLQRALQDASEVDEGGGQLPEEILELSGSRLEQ
#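 System: HEK293 cells stably expressing human MrgX1 receptor; Dosing: test compound in the initial addition of three; Schedule: overnight plating, then 30 min 37 °C plus 30 min room-temperature dye loading; Detection: kinetic calcium dye fluorescence, Fluo-4 NW; Controls: per-plate positive and negative controls for Z′ factor.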
# RGS4 act – potentiators or activators of RGS4; HEK293 M3R/inducible RGS4, carbachol calcium flux Fluo4; active compounds read low; B-score at 10 µM; hit rate 0.92% among 310,000;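 active means B-score of the integrated calcium signal more than 4 SD below the library mean, with starting fluorescence not abnormally high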;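 further: negative B-score means reduced calcium response which marks RGS4 activation or potentiation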
#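 Test system: HEK293 cells with stable M3R and inducible RGS4; also added: carbachol at ECmax as muscarinic agonist stimulus; schedule: dye loading 30 min 37 °C, buffer rest 30 min RT; technique: kinetic calcium fluorescence imaging with Fluo4-AM dye, 2 µM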
# HDAC3 inh – human HDAC3 inhibition; O15379; recombinant HDAC3, fluorogenic peptide/trypsin coupled, fluorescence; inhibition, % at 8.3 µM; hit rate 0.15% among 320,000; in the data active means inhibition above about 26%, passing the limit was not always enough; inconclusive means no clear call, values can overlap the other calls
# Target sequence (O15379 whole entry, looked up): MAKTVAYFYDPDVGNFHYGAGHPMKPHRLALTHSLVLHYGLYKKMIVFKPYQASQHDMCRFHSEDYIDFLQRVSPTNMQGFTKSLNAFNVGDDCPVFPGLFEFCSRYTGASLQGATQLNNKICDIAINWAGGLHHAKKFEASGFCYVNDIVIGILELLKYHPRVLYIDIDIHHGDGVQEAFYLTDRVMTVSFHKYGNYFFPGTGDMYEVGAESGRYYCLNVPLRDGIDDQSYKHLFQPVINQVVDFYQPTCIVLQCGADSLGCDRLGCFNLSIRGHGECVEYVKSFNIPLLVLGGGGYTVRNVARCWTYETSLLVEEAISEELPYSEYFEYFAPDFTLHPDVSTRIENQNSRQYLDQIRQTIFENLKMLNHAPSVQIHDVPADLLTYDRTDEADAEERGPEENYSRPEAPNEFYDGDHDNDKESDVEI
# MrgX1 antagonist – antagonists of human MrgX1 receptor | B-score at 10 µM | Q96LB2 | hit rate 1.3% among 310,000 | MRGX1-HEK293 calcium flux, Fluo-4, BAM8-22 antagonism; active compounds read low | AID 588676;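 active means calcium-response B-score plate-corrected more than 3 library SD below zero, starting fluorescence within 5 deviations, no agonist response on first addition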;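 further: peak minus trough fluorescence over baseline after final BAM8-22 challenge near maximal dose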
# MrgX1 allo act – human MrgX1 positive allosteric modulation, primary screen; Q96LB2; MrgX1-HEK293, Fluo-4 calcium flux, FDSS; active compounds read high; B-score at 10 µM; hit rate 0.63% among 310,000;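 active means plate-corrected calcium response at least 3 library SD above typical, normal starting fluorescence, not activating the receptor alone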;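 further: compound read alongside a low EC10 to EC30 dose of BAM8-22 agonist; peak minus trough fluorescence over baseline measured at the second addition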
# RGS4 inh – human RGS4 inhibition; hit rate 0.45% among 310,000; B-score at 10 µM; HEK293 M3R/RGS4 inducible, Fluo-4 calcium flux; active compounds read high; triggered by carbachol at its EC20;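 active means B-score, a plate-corrected calcium signal, over three deviations above library mean, with baseline fluorescence within five deviations of library mean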;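 further: RGS4 expression induced by doxycycline in cells with stable M3 receptor; B-score is computed from the integrated fluorescence ratio over baseline after carbachol; higher B-score means a larger calcium signal and so more RGS4 inhibition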
# Target sequence (P49798 whole entry, looked up): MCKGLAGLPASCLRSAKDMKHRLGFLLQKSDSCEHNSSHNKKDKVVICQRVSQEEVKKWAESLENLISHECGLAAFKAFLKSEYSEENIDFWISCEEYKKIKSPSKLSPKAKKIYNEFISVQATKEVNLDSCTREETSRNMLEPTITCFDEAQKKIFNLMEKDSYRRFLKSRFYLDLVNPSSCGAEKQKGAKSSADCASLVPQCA
# TRPC6 act – mouse TRPC6 channel activation; Q61143; HEK293-TRPC6 membrane potential dye fluorescence; active compounds read high; B-score at 10 µM; hit rate 0.13% among 310,000; AID 2550;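 active means B-score of the integrated fluorescence ratio above library mean plus 3 SD, and starting fluorescence ratio within library mean plus 5 SD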;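 further: higher score means more depolarization so channel activation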
# SKKanGAS inh – SKKanGAS growth inhibition; S. pyogenes SKKanGAS, kanamycin growth, BacTiter-Glo, 6 h; inhibition, % at 7.5 µM; hit rate 1.3% among 300,000; AID 1662;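 active means mean replicate score, as percent of positive control median, at least 50; inconclusive means mean below 50 but one replicate at or above 50; inactive means mean and every replicate below 50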;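 further: strain carries kanamycin resistance gene driven by streptokinase promoter and grows in 40 µg/ml kanamycin; loss of luminescence reflects streptokinase promoter inhibition or plain growth inhibition; 0% = median of DMSO wells and 100% = positive control at its reference dose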
# TMEM16A act – mouse TMEM16A channel activation, primary screen | Q8BHY3 | B-score at 10 µM | HEK293 TMEM16A/YFP-H148Q/I152L, iodide quench fluorescence; active compounds read low | hit rate 0.3% among 340,000 | AID 623877;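 active means fluorescence-ratio B-score plate-corrected deviation score at least 3 library SD below zero, with starting fluorescence score within 5 deviations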;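 further: channel opened by trigger with iodide after compound preincubation; score built on the fluorescence ratio of max minus min over baseline; more negative score means more quench and so TMEM16A activation or potentiation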
# TRPC6 inhibitor – blocks the mouse TRPC6 cation channel. AID 2553. hit rate 1.1% among 310,000. B-score at 10 µM. HEK293-TRPC6, membrane potential dye, ACh-evoked depolarization; active compounds read low;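 active means B-score under library mean minus 3 SD, initial fluorescence not abnormally high, positive integrated signal ratio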;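 further: B-score derived from integrated fluorescence ratio over the kinetic read; more negative B-score means stronger inhibition of depolarization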
# An asterisk follows results filed as active; i = inactive; ? = inconclusive; . = not tested or not shown.
SMILES,TMEM16A inh,MrgX1 ag,RGS4 act,HDAC3 inh,MrgX1 antagonist,MrgX1 allo act,RGS4 inh,TRPC6 act,SKKanGAS inh,TMEM16A act,TRPC6 inhibitor
O=C(c1ccccc1)N1CCCC(C(=O)N2CCN(c3ccccc3)CC2)C1 (centres undefined),i,i,i,-3,i,i,i,i,6,i,i
Cc1cc(=O)c2ccccc2s1,i,i,i,0,i,i,i,i,-4,i,i
CC(C)CCNC(=O)NC(=O)COC(=O)/C=C/c1cc(Br)ccc1F,i,i,i,-4,i,i,i,i,-9,i,i
Cc1ccc(C)c(NC(=S)NCCSc2ccc(Cl)cc2)c1,i,i,i,-3,i,i,i,i,6,i,i
O=[N+]([O-])c1ccc(-c2nnc3n2CCCCC3)cc1,i,i,i,-1,i,i,i,i,1,i,i
COc1ccc(N(CC(=O)NCc2ccco2)S(C)(=O)=O)cc1Cl,i,i,i,7,i,i,i,i,3,i,i
COc1ccc2c(c1)C(SCC(=O)NCCc1ccccc1)CC(C)(C)O2 (centres undefined),i,i,i,4,i,i,i,i,-3,i,i
O=C1C2C3C=CC(C3)C2C(=O)N1c1ccc(-c2nc3ccccc3c(=O)o2)cc1 (centres undefined),i,i,i,-4,i,i,i,i,7,i,i
Cc1ccc(N2CCN(CC(O)COc3cccc(C)c3)CC2)cc1 (centres undefined),i,i,i,0,i,i,i,i,2,i,i
O=C(c1ccccc1)N1N=C(c2ccccc2O)CC1c1ccc(Br)cc1 (centres undefined),i,i,i,11,i,i,i,i,18,i,i
COCCn1c(SCc2nc3sc(C(=O)OC)c(C)c3c(=O)[nH]2)nc2ccccc21,i,i,i,2,i,i,i,i,?,i,i
COc1ccccc1OCC(=O)Nc1oc(-c2ccccc2)c(-c2ccccc2)c1C#N,25*,i,.,6,i,i,.,.,.,i,.
O=C(/C=C/c1ccccc1Br)c1ccc2c(c1)OCO2,i,i,-11*,-5,i,i,i,i,-15,i,i
O=C1CC(c2ccc(F)cc2)Sc2ccccc2N1 (centres undefined),i,i,i,3,i,i,i,i,11,i,i
Cc1ccc(CN(c2ccc(C(=O)N3CCCC3)cc2)S(C)(=O)=O)cc1,i,i,i,3,i,i,i,i,67*,i,i
COc1ccc(N(C(=O)c2snc(C(N)=O)c2N)C(C(=O)NC2CCCC2)c2ccc3ncccc3c2)cc1 (centres undefined),i,i,i,-5,i,i,i,i,-12,i,i
COc1ccc(Cc2nc3ccccc3n2CC(=O)N/N=C/c2ccc(O)cc2)cc1OC,i,i,i,-9,i,i,i,i,-22,i,i
CCOCCc1nnc(NC(=O)c2ccc(OC)c(OC)c2)s1,i,i,i,0,i,i,i,i,4,i,i
COc1cc(-c2nnn(CC(=O)N3CCOCC3)n2)cc(OC)c1OC,i,i,i,5,i,i,i,i,0,i,i
CC(C)c1ccc(N2CC(C(=O)Nc3nccs3)CC2=O)cc1 (centres undefined),i,i,i,-1,i,i,i,i,-16,i,i
O=c1c(Cl)c(NCc2ccco2)cnn1C12CC3CC(CC(C3)C1)C2,i,i,i,2,i,i,i,i,-5,i,i
Cc1csc(NC(=O)CSc2[nH]c(=O)ncc2C)n1,i,i,i,1,i,i,i,i,-5,i,i
CC(C)(C)NC(=O)Cn1c(-c2nonc2N)nc2ccccc21,i,i,i,-4,i,i,i,i,2,i,i
Cc1cccc(NC(=O)NNC(=O)c2sccc2-n2cccc2)c1,i,i,i,-1,i,i,i,i,3,i,i
CCCCCC(=O)N/N=C/c1ccco1,i,i,i,6,i,i,i,i,-2,i,i
O=C1CSC(c2ccccc2[N+](=O)[O-])N1c1cccc(F)c1 (centres undefined),i,i,i,-3,i,i,i,i,1,i,i
COc1ccccc1C1=NOC(C)(c2sc(-c3ccc(Cl)cc3)nc2C)C1 (centres undefined),i,i,i,-2,i,i,i,i,18,i,i
CCc1cc2c(NCCN3CCCCC3)ncnc2s1,i,i,i,5,i,i,i,i,2,i,i
COCCNC(=O)C(OC(=O)c1ccco1)c1ccccc1Cl (centres undefined),i,i,i,4,i,i,i,i,0,i,i
COc1ccc(/C=C/C(=O)c2oc3ccc(F)cc3c2C)cc1,i,i,i,-2,i,i,i,i,-7,i,i
Cc1cc(C)cc(NC(=O)C2CCN(c3nc(C)cc(C)n3)CC2)c1,i,i,i,-5,i,i,i,i,-1,i,i
Cc1nc(NN)c2c3c(sc2n1)COC(C)(C)C3,i,i,i,7,i,i,i,i,0,i,i
O=C(CC1S/C(=N/N=C/C=C/c2ccccc2)NC1=O)Nc1ccc(Cl)c(Cl)c1 (centres undefined),i,i,i,0,i,i,i,i,12,i,i
CCOC(=O)c1sc(NC(=O)CSc2nc(O)c(Cc3ccccc3)c(=O)[nH]2)nc1C,i,i,i,11,i,i,i,i,11,i,i
COc1ccc(OC)c(-n2c(O)cnc2Nc2nc(C)cc(C)n2)c1,i,i,i,7,i,i,i,i,10,i,i
CC(NC(=O)C(c1ccccc1)c1ccccc1)C(=O)N1CCCCC1 (centres undefined),i,i,i,3,i,i,i,i,1,i,i
COc1ccccc1CNC(=O)C1CCCN(S(C)(=O)=O)C1 (centres undefined),i,i,i,-10,i,i,i,i,-1,i,i
O=C(N=Nc1c(O)n(Cc2ccccc2)c2ccccc12)c1ccncc1,i,i,i,3,i,i,i,i,20,i,i
Fc1ccc(-c2nc3nc4ccccc4nc3n2Cc2ccco2)cc1,i,i,i,-17,i,i,i,i,3,i,i
Cc1ccc(CNC(=O)C2CC(c3ccc([N+](=O)[O-])cc3)=NO2)cc1 (centres undefined),i,i,i,3,i,i,i,i,0,i,i
COc1cc2c(cc1OC)CN(CC(=O)Nc1ccc(C)c(S(=O)(=O)N3CCOCC3)c1)CC2,i,i,i,-8,i,i,i,i,-8,i,i
CC(C)OC(=O)CSc1nc(N2CCOCC2)c2c(c1C#N)CC(C)(C)OC2,i,i,i,5,i,i,i,i,2,i,i
Cc1sc2ncnc(SCC(=O)c3ccc4c(c3)OCCO4)c2c1-c1ccccc1,i,i,i,7,i,i,i,i,14,i,i
COc1cc(C(=O)NCC(c2cccs2)N2CCOCC2)cc(OC)c1OC (centres undefined),i,i,i,1,i,i,i,i,0,i,i
COc1ccc2c(c1)CC[C@@H]1[C@@H]2CC[C@]2(C)C(=O)CC[C@@H]12,i,i,i,-8,i,i,i,i,-7,i,i
CCn1c(C)nnc1SCC(=O)NC1CCCC1,i,i,i,0,i,i,i,i,21,i,i
O=C1CCCC(O)=C1N=Nc1ccc2c(c1)OCO2,i,i,i,11,-5*,i,i,i,-1,i,i
CCOc1ccccc1CNC(=O)CCCC(=O)n1nc(C)c2ccccc21,i,i,i,5,i,i,i,i,-5,i,i
CN(C)c1ccnc2sc(C(N)=O)c(N)c12,i,i,i,9,i,i,i,i,1,i,i
CCOc1ccc(CCNC(=O)c2ccc(CNS(=O)(=O)c3ccccc3)cc2)cc1OCC,i,i,i,11,i,i,i,i,-5,i,i
Cc1ccc(-c2noc(COc3ccc4c(c3)OCO4)n2)cc1,i,i,i,-4,i,i,i,i,3,i,i
CN(C)S(=O)(=O)N(CC(=O)N1CCN(c2ccccc2F)CC1)c1ccccc1,i,i,i,1,i,i,i,i,7,i,i
NC(=O)CN1C(=O)C2CCCCN2C(=O)c2ccccc21 (centres undefined),i,i,i,0,i,i,i,i,-5,i,i
COc1ccc2[nH]cc(C(=O)N3CCCCC3)c(=O)c2c1,i,i,i,5,i,i,i,i,-5,i,i
Nc1nc(-c2ccc(Br)cc2)c(S(=O)(=O)c2ccccc2)s1,i,i,i,1,i,i,i,i,1,i,i
O=C(CCN1CCN(C/C=C/c2ccccc2)CC1)Nc1ccccc1Cl,i,i,i,1,i,i,i,i,3,i,i
O=C(/C=C/c1ccccc1Cl)NCc1ccco1,25*,i,i,3,i,i,i,i,0,i,i
COC(=O)Cn1nnc(N2CCOCC2)n1,i,i,i,5,i,i,i,i,1,i,i
COc1ccc(NC(=O)C2CCCN(S(=O)(=O)c3ccc4[nH]c(=O)ccc4c3)C2)cc1 (centres undefined),i,i,i,-3,i,i,i,i,-3,i,i
O=C(Cn1c(CC(=O)N2CCOCC2)nc2ccccc21)Nc1ccc2c(c1)OC(F)(F)O2,i,i,i,2,i,i,i,i,5,i,i

# 3 of the compounds above, bar-delimited:
molecule | TMEM16A inh | MrgX1 ag | RGS4 act | HDAC3 inh | MrgX1 antagonist | MrgX1 allo act | RGS4 inh | TRPC6 act | SKKanGAS inh | TMEM16A act | TRPC6 inhibitor
COc1ccccc1C1=NOC(C)(c2sc(-c3ccc(Cl)cc3)nc2C)C1 (centres undefined) | i | i | i | -2 | i | i | i | i | 18 | i | i
COc1cc(C(=O)NCC(c2cccs2)N2CCOCC2)cc(OC)c1OC (centres undefined) | i | i | i | 1 | i | i | i | i | 0 | i | i
COc1ccc(Cc2nc3ccccc3n2CC(=O)N/N=C/c2ccc(O)cc2)cc1OC | i | i | i | -9 | i | i | i | i | -22 | i | i

# Remaining list, next part.
SMILES,TMEM16A inh,MrgX1 ag,RGS4 act,HDAC3 inh,MrgX1 antagonist,MrgX1 allo act,RGS4 inh,TRPC6 act,SKKanGAS inh,TMEM16A act,TRPC6 inhibitor
CCc1ccccc1NC(=O)CN(C)C(=O)Cn1ncc(Cl)c(Cl)c1=O,i,i,i,-6,i,i,i,i,0,i,i
Cc1ccccc1Nc1nnc(SCC(=O)Nc2ncc(C(F)(F)F)cc2Cl)s1,i,i,i,3,i,i,i,i,0,i,i
CS(=O)(=O)c1ccc(Cl)c(NC(=O)COC(=O)CCN=C2NS(=O)(=O)c3ccccc32)c1,i,i,i,9,i,i,i,i,13,i,i
CC(C)CCOc1cccc(OCC(=O)N(C)C2CCS(=O)(=O)C2)c1 (centres undefined),i,i,i,1,i,i,i,i,1,i,i
O=C(NCc1ccco1)C(c1ccc(F)cc1)N(C(=O)Cc1cccs1)c1cccnc1 (centres undefined),i,i,i,-2,i,i,i,i,-6,i,i
CCn1nnnc1SCC(=O)Nc1cccc(C)n1,i,i,i,-1,i,i,i,i,0,i,i
CCC(c1nnnn1Cc1ccc(OC)cc1)N(CCCO)Cc1cc2cc3c(cc2[nH]c1=O)OCO3 (centres undefined),i,i,i,-8,i,i,i,i,-7,i,i

# Hits appear at their usual frequency; overall some 6.7% were active at least once.
